Screens: PubChem, Broad Institute
Tcruzi prolif = inhibitors of T. cruzi proliferation; T. cruzi beta-gal in NIH3T3, GalScreen luminescence, 90 h; inhibition, % at 8.34 µM; 77,000 tested, 5.9% active;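 active = mean inhibition above about 93%, with at least 55% of replicates each passing it, limit read from the data, passing the limit was not always enough; inconclusive = only one of those two conditions holds; inactive = neither condition holds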
Pf Dd2 inh = P. falciparum Dd2 growth inhibition; SYBR Green, 72 h; active compounds read low; activity change, % at 10 µM; 94,000 tested, 2.3% active; in the data active = activity change below about -80%; inconclusive = no clear call, values can overlap the other calls
KDM4C inh = inhibitors of human demethylase GASC-1 KDM4C | Q9H3R0 | GST-KDM4C 2-372, H3K9me3 peptide, LANCE TR-FRET | inhibition, % at 12.5 µM | 96,000 tested, 0.15% active | AID 720574;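 active = mean replicate inhibition above about 25%, with at least 55% of replicates also reaching it, limit read from the data, passing the limit was not always enough; inconclusive = only one of those two conditions met; inactive = neither condition met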
Target sequence (Q9H3R0 2-372 limits assumed): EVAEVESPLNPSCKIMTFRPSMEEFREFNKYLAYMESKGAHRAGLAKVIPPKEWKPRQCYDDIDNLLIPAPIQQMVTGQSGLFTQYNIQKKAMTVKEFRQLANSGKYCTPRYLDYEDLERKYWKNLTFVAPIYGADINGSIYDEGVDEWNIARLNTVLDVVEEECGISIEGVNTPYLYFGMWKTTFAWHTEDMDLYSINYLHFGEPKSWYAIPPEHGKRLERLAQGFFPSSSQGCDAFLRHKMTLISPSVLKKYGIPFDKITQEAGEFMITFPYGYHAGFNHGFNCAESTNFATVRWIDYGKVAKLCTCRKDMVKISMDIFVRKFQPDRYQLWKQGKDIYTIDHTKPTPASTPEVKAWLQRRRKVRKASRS
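Test system – GST-tagged GASC-1 (JMJD2C) catalytic fragment, aa 2-372 · Medium – HEPES buffer, pH 7.5, plus ascorbate · Reagent – H3K9me3 peptide with Fe(II)/2OG · Compound – one test concentration per compound · Timing – 30 min reaction, 60 min detection, RT · Technique – TR-FRET with Eu antibody and ULight streptavidin, EDTA stop · Read-out basis – inhibition from TR-FRET ratio decrease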
C diff HTS = blocks growth of Clostridium difficile; Clostridium difficile clinical isolate growth, OD600, 24 h; active compounds read low; growth activity, negative = inhibition, % at 16 µg/mL (by protocol); 86,000 tested, 0.25% active; AID 1259249;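 active = mean growth activity at or below -80% and every replicate also at or below -80%; inconclusive = mean at or below -80% but some replicate above -80%; inactive = mean growth activity above -80%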;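 also: 0% = DMSO wells and -100% = levofloxacin 16 µg/mL wells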
The depositor's hits bear a star; ? = inconclusive; . = not tested or not shown; & = joins results of further samples.

entry | structure | Tcruzi prolif | Pf Dd2 inh
1 | COc1ccc(S(=O)(=O)N(C)C[C@@H]2OCCCC[C@@H](C)Oc3ccc(NC(=O)Cc4ccccc4)cc3C(=O)N([C@@H](C)CO)C[C@H]2C)cc1 | 90.1 | -61.4
2 | COc1ccc(-c2cnc3c(c2)C(=O)N([C@H](C)CO)C[C@@H](C)[C@H](CN(C)C(=O)C2CCC2)O3)cc1 | -37.5 | -14.2
3 | CCC(=O)Nc1ccc2c(c1)C(=O)N(C)C[C@H](OC)[C@@H](C)CN(C(=O)COC)[C@@H](C)CO2 | . | 42.6
4 | C[C@@H](NC(=O)C[C@@H]1C=C[C@H](NC(=O)CN2CCOCC2)[C@@H](CO)O1)c1ccccc1 | 19.9 | 9.0
5 | Cc1ccccc1S(=O)(=O)N[C@H]1CC[C@H](CCNS(=O)(=O)c2cccc(F)c2)O[C@@H]1CO | 39.4 | -31.9
6 | COc1ccc2c3c([nH]c2c1)[C@H](CO)N(Cc1cccc(Cl)c1)CC31CN(C)C1 | . | -61.3
7 | C[C@H](CO)N1C[C@H](C)[C@H](CN(C)Cc2ccc(Oc3ccccc3)cc2)Oc2ccc(NC(=O)Nc3ccc(F)cc3)cc2C1=O | 108.8* | -13.3
8 | COc1ccccc1NC(=O)N1C[C@H]2[C@@H](c3ccccc31)[C@@H](CO)N2CC1CCCC1 | 54.1 | -10.2
9 | Cc1ccc(S(=O)(=O)N(C)C[C@H]2Oc3c(NC(=O)NC4CCCCC4)cccc3C(=O)N([C@@H](C)CO)C[C@@H]2C)cc1 | 50.4 | -22.2
10 | Cc1ccc(S(=O)(=O)N(C)C[C@@H]2OCCCC[C@H](C)Oc3ccc(NC(=O)NC4CCCCC4)cc3C(=O)N([C@@H](C)CO)C[C@H]2C)cc1 | 29.1 | -79.8
11 | Cc1ccc(S(=O)(=O)N[C@@H]2CC[C@@H](CC(=O)NCc3ccc(Cl)c(Cl)c3)O[C@@H]2CO)cc1 | -11.4 | -28.0
12 | Cc1cccc(S(=O)(=O)N2CC[C@@H]3[C@@H](CO)Nc4ccc(-c5ccccc5F)cc4[C@@H]32)c1 | 1.4 | 17.4
13 | C[C@@H]1CCCCO[C@H](CN(C)S(=O)(=O)c2cn(C)cn2)[C@H](C)CN([C@@H](C)CO)C(=O)c2cc(NC(=O)CCCCCC(=O)Nc3ccccc3N)ccc2O1 | 42.1 | -4.9
14 | O=C(C1CCCC1)N1C[C@@H]2N[C@H](C1)C2c1ccc(-c2cccc(F)c2)cc1 (some centres not stated) | . | -65.1&-5.5
15 | CCCNC(=O)N[C@@H]1CC[C@H](CC(=O)NCCc2ccccc2)O[C@H]1CO | -25.2 | 8.9

entry | KDM4C inh | C diff HTS
1 | 0.7 | 6.9
2 | -0.7 | 5.7
3 | -0.7 | .
4 | -0.5 | .
5 | -0.3 | -0.4
6 | -0.5 | -3.8
7 | -2.7 | 71.5
8 | 0.4 | 1.4
9 | -4.8 | -18.7
10 | -1.8 | 3.8
11 | 0.3 | 3.3
12 | -1.1 | 1.0
13 | -0.2 | 11.1
14 | -4.6&2.0 | 39.3&4.3
15 | 3.6 | .

entry | structure | Tcruzi prolif | Pf Dd2 inh
16 | COc1cccc(-c2ccc3c(c2)[C@H]2[C@H](CCN2C(=O)C2CCOCC2)[C@H](CO)N3)c1 | ? | -24.1
17 | CN1CCN(C(=O)C[C@@H]2C=C[C@H](NS(=O)(=O)c3cccc(F)c3)[C@@H](CO)O2)CC1 | 22.7 | -11.6
18 | CN(C)C(=O)C[C@@H]1CC[C@@H](NS(=O)(=O)c2ccccc2)[C@@H](CO)O1 | -68.3 | 17.5
19 | CC=Cc1ccc2n(c1=O)C[C@@H]1[C@@H](CO)[C@H](C(=O)NC3CCC3)[C@H]2N1Cc1cccnc1 (mixture of isomers) | 42.9 | .
20 | O=C(CC1CC1)N[C@@H]1C[C@@H]2O[C@H](CO)CC[C@@H]2O[C@@H]1CCc1ccc(C#Cc2ccccc2)cc1 | . | -36.1
21 | CCCN1C[C@@H](C)[C@@H](OC)CN(C)C(=O)c2cc(NC(=O)c3cnccn3)ccc2OC[C@@H]1C | -19.6 | -4.0
22 | O=C(CN1CCOCC1)N1CC2(C1)[C@H](c1ccccc1)[C@H](CO)N2Cc1cccc(F)c1 | . | -5.5
23 | CNC[C@H]1OCCCC[C@@H](C)Oc2ccc(NC(=O)Nc3ccc4c(c3)OCO4)cc2C(=O)N([C@H](C)CO)C[C@@H]1C | -1.0 | .
24 | O=C(C[C@@H]1C[C@H]2c3cc(NS(=O)(=O)c4ccc(F)cc4)ccc3O[C@H]2[C@@H](CO)O1)NCc1ccc(-c2ccccc2)cc1 | 91.6 | -18.1
25 | CCCC(=O)N1CCC2(CC1)CN(C(=O)Nc1c(C)noc1C)[C@H](CO)c1c2c2ccc(OC)cc2n1C | . | -23.3
26 | COc1cccc(C#Cc2ccc([C@@H]3[C@H](CO)N4C(=O)CN(C(=O)c5ccncc5)C[C@@H]34)cc2)c1 | . | -12.5
27 | O=C(C1CCCC1)N1C[C@H]2[C@@H](c3ccccc31)[C@H](CO)N2C(=O)c1cccnc1 | 30.7 | -2.8
28 | CC(=O)N1[C@H](CO)[C@H](c2ccccc2)C12CN(C(=O)c1ccccn1)C2 | . | -28.2
29 | COCCNC(=O)C[C@H]1CC[C@H]2[C@H](COc3ccc(NC(=O)COC)cc3C(=O)N2C)O1 | 50.1 | -0.8
30 | C[C@H]1CN([C@@H](C)CO)S(=O)(=O)c2ccc(-c3ccc(F)cc3)cc2O[C@H]1CN(C)S(C)(=O)=O | . | -2.3

entry | KDM4C inh | C diff HTS
16 | -2.0 | -6.1
17 | -0.4 | .
18 | 0.5 | .
19 | -0.3 | -3.7
20 | . | 29.9
21 | 0.4 | .
22 | 0.0 | -3.3
23 | 0.7 | 0.5
24 | -7.1 | 13.0
25 | 0.6 | -2.9
26 | -0.2 | -2.7
27 | 2.9 | 6.4
28 | -1.2 | -0.8
29 | 0.6 | 2.6
30 | 0.4 | -5.0

Record cards, as listed above. Order of values: Tcruzi prolif, Pf Dd2 inh, KDM4C inh, C diff HTS
Listed for CC(=O)N1[C@H](CO)[C@H](c2ccccc2)C12CN(C(=O)c1ccccn1)C2 = ., -28.2, -1.2, -0.8
Listed for O=C(CN1CCOCC1)N1CC2(C1)[C@H](c1ccccc1)[C@H](CO)N2Cc1cccc(F)c1 = ., -5.5, 0.0, -3.3
Listed for CNC[C@H]1OCCCC[C@@H](C)Oc2ccc(NC(=O)Nc3ccc4c(c3)OCO4)cc2C(=O)N([C@H](C)CO)C[C@@H]1C = -1.0, ., 0.7, 0.5

More structures.
entry | structure | Tcruzi prolif | Pf Dd2 inh
31 | CNC[C@@H]1Oc2ncc(-c3ccc(OC)cc3)cc2C(=O)N([C@H](C)CO)C[C@@H]1C | . | -4.2&-42.5
32 | Cc1noc(C)c1NC(=O)Nc1ccc2c(c1)CC(=O)N([C@@H](C)CO)C[C@@H](C)[C@H](CN(C)C(=O)Nc1ccc(C(F)(F)F)cc1)O2 | 25.6 | 21.4
33 | CN1CCN(C(=O)C[C@@H]2C[C@H]3c4cc(NS(=O)(=O)c5ccc(F)cc5)ccc4O[C@H]3[C@@H](CO)O2)CC1 | -47.9 | 0.9
34 | COc1cccc(C#Cc2cnc3c(c2)C(=O)N([C@@H](C)CO)C[C@@H](C)[C@@H](CN(C)C(=O)C2CCOCC2)O3)c1 | . | -43.0
35 | CN(C)C(=O)C[C@H]1CC[C@H]2[C@@H](COc3ccc(NC(=O)c4ccc(F)cc4)cc3C(=O)N2C)O1 | -49.2 | .
36 | C[C@H]1CN([C@@H](C)CO)C(=O)Cc2cc(NC(=O)Nc3ccccc3)ccc2O[C@@H]1CN(C)C(=O)Nc1ccc(F)cc1 | 6.0 | 6.7
37 | C[C@H]1CN([C@@H](C)CO)C(=O)Cc2cc(NC(=O)NC3CCCCC3)ccc2O[C@@H]1CN(C)C(=O)Nc1ccc2c(c1)OCO2 | 1.3 | -5.1
38 | COc1ccc(-c2ccc3c(c2)[C@H]2[C@H](CCN2C(=O)CN2CCOCC2)[C@@H](CO)N3)cc1 | 90.8 | -50.4
39 | CC(C)NC(=O)Nc1ccc2c(c1)C(=O)N([C@@H](C)CO)C[C@@H](C)[C@H](CN(C)C(=O)c1ccncc1)OCCCC[C@H](C)O2 | 4.3 | 4.1
40 | COc1ccc(S(=O)(=O)Nc2ccc3c(c2)CC(=O)N([C@@H](C)CO)C[C@@H](C)[C@H](CN(C)CC2CCCCC2)O3)cc1 | 75.7 | -37.4
41 | Cc1ccc(S(=O)(=O)Nc2ccc3c(c2)C(=O)N([C@H](C)CO)C[C@@H](C)[C@@H](CN(C)C(=O)c2ccccc2)OCCCC[C@@H](C)O3)cc1 | 38.7 | -57.3
42 | C[C@@H]1CN([C@@H](C)CO)C(=O)c2cc(NS(=O)(=O)c3ccc(F)cc3)ccc2O[C@@H](C)CCCCO[C@@H]1CN(C)S(=O)(=O)c1ccccc1 | 94.7 | -35.5
43 | Cc1noc(C)c1S(=O)(=O)N(C)C[C@@H]1Oc2c(cccc2N(C)C)C(=O)N([C@H](C)CO)C[C@@H]1C | 1.8 | -17.1
44 | C[C@@H]1CN([C@@H](C)CO)C(=O)c2cccc(NC(=O)Nc3ccc(C(F)(F)F)cc3)c2O[C@@H]1CN(C)S(=O)(=O)c1ccc(Cl)cc1 | 106.9* | -67.5
45 | O=C(Nc1cccc(F)c1)N1CCCCN2[C@H](CO)[C@@H](c3ccc(-c4ccccc4F)cc3)[C@H]2C1 | 107.9* | -45.2

entry | KDM4C inh | C diff HTS
31 | 0.0 | -2.2&4.6
32 | 1.6 | -4.5
33 | -3.1 | -3.3
34 | -1.9 | -2.2
35 | -0.1 | .
36 | -0.5 | 0.7
37 | 0.7 | -1.5
38 | -0.2 | -6.2
39 | 15.1 | 0.3
40 | 2.6 | -2.6
41 | -0.4 | 10.1
42 | -0.8 | -6.4
43 | -0.7 | 4.2
44 | 2.8 | .
45 | -0.5 | 32.7

Three of the entries above in order of the KDM4C inh value, ascending:
No.	Compound	KDM4C inh
24	O=C(C[C@@H]1C[C@H]2c3cc(NS(=O)(=O)c4ccc(F)cc4)ccc3O[C@H]2[C@@H](CO)O1)NCc1ccc(-c2ccccc2)cc1	-7.1
34	COc1cccc(C#Cc2cnc3c(c2)C(=O)N([C@@H](C)CO)C[C@@H](C)[C@@H](CN(C)C(=O)C2CCOCC2)O3)c1	-1.9
44	C[C@@H]1CN([C@@H](C)CO)C(=O)c2cccc(NC(=O)Nc3ccc(C(F)(F)F)cc3)c2O[C@@H]1CN(C)S(=O)(=O)c1ccc(Cl)cc1	2.8

Other compounds:
entry | structure | Tcruzi prolif | Pf Dd2 inh
46 | C[C@H](CO)N1C[C@H](C)[C@@H](CN(C)Cc2cncnc2)Oc2cc(C#CC3CC3)ccc2S1(=O)=O | 82.1 | -1.6
47 | Cc1noc(C)c1S(=O)(=O)Nc1ccc2c(c1)C(=O)N([C@H](C)CO)C[C@H](C)[C@H](CN(C)S(=O)(=O)c1ccc(F)cc1)O2 | 25.0 | -15.5
48 | CN1[C@@H]2Cn3c(ccc(-c4ccc(F)cc4)c3=O)[C@H]1[C@@H](C(=O)Nc1nccs1)[C@@H]2CO | -26.9 | 7.8
49 | O=C(c1ccc(F)cc1)N1CC(=O)N2[C@H](CO)[C@@H](c3ccc(-c4cccnc4)cc3)[C@@H]2C1 | . | -26.9
50 | O=C(Cc1ccccc1)N1CC(=O)N2[C@H](CO)[C@@H](c3ccc(-c4ccc(F)cc4)cc3)[C@@H]2C1 | . | -26.0
51 | O=C(C[C@H]1C=C[C@@H](NC(=O)C2CCC2)[C@@H](CO)O1)NCCCN1CCOCC1 | 32.7 | 25.2
52 | C[C@H](CO)N1C[C@H](C)[C@H](CN(C)Cc2ccc3c(c2)OCCO3)OCc2cnnn2CCCC1=O | 33.0 | 0.1
53 | C[C@H]1CN([C@@H](C)CO)C(=O)c2cc(-c3ccc(C#N)cc3)cnc2O[C@@H]1CN(C)Cc1ccncc1 | 18.1 | -31.6
54 | C[C@@H]1CN([C@H](C)CO)C(=O)c2cc(NC(=O)Nc3ccccc3)ccc2O[C@H]1CN(C)Cc1ccc(Oc2ccccc2)cc1 | 60.0 | -6.6

entry | KDM4C inh | C diff HTS
46 | -1.2 | .
47 | 0.4 | -14.0
48 | -0.4 | -0.5
49 | 2.3 | -2.2
50 | -0.9 | 6.8
51 | -0.9 | .
52 | 2.0 | 1.6
53 | 0.7 | -3.0
54 | -2.8 | -2.4
